High-throughput results deposited in PubChem by several laboratories.
NCOA1 inh – inhibits human SRC1 coactivator | Q15788 | HEK293 GAL4-SRC1 luciferase reporter, luminescence | inhibition, % at 3.6 µM | 0.12% of 360,000 active | AID 588354;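 active means inhibition above the campaign mean plus 3 SD, with each screening campaign given its own cutoff, cut at about 60% in these data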;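 further: 0% = DMSO treated cells and 100% = gossypol at 36 µM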
TWEAK-Fn14 inh – TWEAK-Fn14 signaling inhibition. TWEAK-stimulated Fn14 reporter cells, luciferase luminescence, 8 h. inhibition, % at 10 µM. 2% of 360,000 active. AID 1159606; in the data active means inhibition above about 50%
NR2F2 inh – inhibitors of human COUP-TFII (NR2F2) | HEK293T NGFI-A luciferase reporter, luminescence | AID 686940 | 0.7% of 370,000 active | inhibition, % at 8.6 µM | P24468;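 active means inhibition above a per-plate cutoff, mean inhibition of test wells between control levels plus 3 SD, cut at about 38% in these data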;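 further: cells cotransfected with COUP-TFII expression vector driving the NGFI-A reporter; 0% = median of COUP-TF2 test wells and 100% = reporter-only cells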
KKLEB cytotox – reduces viability of KKLEB cystic fibrosis airway cells; KKLEB CF airway cells viability, ATPlite luminescence, overnight; stronger effect = lower value; cells stimulated with P. aeruginosa culture filtrate; activity change (cytotoxicity), % at 5 µM; 0.36% of 360,000 active; AID 602141;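 active means corrected activity change at or below -50% at 5 µM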
NR5A2 inv ag – suppresses constitutive activity of human LRH-1; O00482; HEK293T StAR-luciferase reporter, LRH-1 transfected, 24 h; inhibition, % at 3.6 µM; 0.13% of 360,000 active;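 active means inhibition above the mean inhibition of all tested compounds plus 3 SD, cut at about 73% in these data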;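 further: 0% = DMSO wells and 100% = reporter-only cells lacking LRH-1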
CF NFkB block – inhibitors of cystic fibrosis induced NF-kB | KKLEB NF-kB-GFP reporter, PAF-induced, GFP fluorescence overnight | inhibition, % at 5 µM | 0.86% of 360,000 active | AID 588850;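 active means at least 50% inhibition at 5 µM, scaled per plate between neutral and stimulator controls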;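 further: PAF is a Pseudomonas aeruginosa culture filtrate used as stimulus; plate controls were PAF-stimulated DMSO wells for no effect and unstimulated DMSO wells for full effect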
TROY signal inh – blocks TROY-dependent signaling in reporter cells; Q293 LMP1-TROYcd NF-kB luciferase reporter, 4 h; inhibition, % at 10 µM; AID 1347056; 0.98% of 360,000 active;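 active means compounds whose plate-normalised and pattern-corrected inhibition of the luciferase reporter signal at the single screening dose is 50% or more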
TRAIL sens C8 – sensitizes caspase-8 expressing cells to TRAIL; NB7+C8 cells + TRAIL, ATPlite viability luminescence; inhibition (viability loss, TRAIL sensitization), % at 10 µM; 1% of 360,000 active; AID 624354;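 active means compounds causing at least 50% loss of cell viability in the single-dose screen, relative to plate controls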
SRC2 inh – human SRC2 (NCOA2) inhibition | Q15596 | HEK293 GAL4-SRC2 luciferase reporter, luminescence | inhibition, % at 9 µM | 0.17% of 370,000 active | AID 651957;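 active means inhibition above the mean inhibition of all tested compounds plus 3 SD, set per campaign, cut at about 52% in these data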;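 further: 0% = DMSO treated cells and 100% = cells given Gossypol at 36 µM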
EBV LMP1 NFkB – inhibitors of Epstein-Barr LMP1-induced NF-kappaB reporter | LMP1-induced NF-kappaB luciferase reporter cells, luminescence | inhibition, % at 12.5 µM | 0.69% of 350,000 active; in the data active means inhibition above about 41%;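 further: 0% = neutral control wells and 100% = reference inhibitor control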
NCOA3 inh – inhibitors of human steroid receptor coactivator 3 (SRC3) | Q9Y6Q9 | HEK293 GAL4-SRC3 luciferase reporter, luminescence | inhibition, % at 3.6 µM | 0.17% of 360,000 active;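 active means inhibition above a per-campaign cutoff, the mean of all compounds plus 3 SD, cut at about 60% in these data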;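 further: 0% = DMSO-treated cells and 100% = gossypol-treated cells at 36 µM; higher means less SRC3-driven luciferase light from the GAL4 reporter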
Starred values were filed as active, the others as inactive; . = no result given.

SMILES | NCOA1 inh | TWEAK-Fn14 inh | NR2F2 inh | KKLEB cytotox | NR5A2 inv ag | CF NFkB block | TROY signal inh | TRAIL sens C8 | SRC2 inh | EBV LMP1 NFkB | NCOA3 inh
CCOC(=O)Cn1nc(-c2ccccc2)c2ccccc2c1=O | -15 | -5 | -20 | -8 | -16 | 7 | -29 | 3 | -7 | -4 | 8
CCNC(=O)c1ccc(=O)n(Cc2ccc(Cl)cc2Cl)c1 | -15 | 3 | 1 | 6 | -1 | 10 | -7 | -5 | -3 | -3 | 14
C=CCOc1ccc(/C=N/NC(=O)C(C)Sc2ccccn2)cc1OCC (stereo not drawn) | -6 | 3 | 2 | 3 | -17 | -16 | 5 | -2 | -49 | -7 | 7
CC(C)CCOP(=O)(c1ccc(N(C)C)cc1)C(Nc1ccccc1)c1ccc(N(C)C)cc1 (stereo not drawn) | 12 | 15 | 9 | -16 | 4 | 5 | 15 | 27 | -12 | 0 | 3
Cc1nnc(SCCC#N)n(CCC#N)c1=O | -4 | 2 | 4 | 7 | 1 | -11 | . | -3 | -4 | -2 | 13
CC(Oc1ccc(Br)cc1)C(=O)Nc1nnc(C2CC2)s1 (stereo not drawn) | -6 | -9 | 2 | -12 | -3 | 14 | 23 | -2 | -9 | -4 | 1
CCc1ccc([C@H]2C(C(=O)O)=C[C@@H](CC3CCCC3)N2S(=O)(=O)c2ccc(C)cc2)cc1 | 12 | -17 | 14 | 9 | -2 | -18 | 31 | -12 | 5 | -1 | 1
c1csc(-c2csc3ncnc(NCCCN4CCOCC4)c23)c1 | 24 | 8 | 28 | -8 | 28 | 10 | 14 | 10 | 16 | 4 | 21
CCN=C1S/C(=C\c2cc(Br)c(O)c(OC)c2)C(=O)N1CC | -4 | 10 | 0 | -23 | -5 | 27 | 29 | -1 | 1 | 15 | -33
COc1ccc(OC)c(C(=O)Cn2cnc3ccccc3c2=O)c1 | 0 | 0 | -9 | -5 | -4 | 11 | -27 | 5 | 0 | -2 | -2
O=C(CCN1CCOCC1)NCC1COc2ccccc2O1 (stereo not drawn) | -24 | -3 | 14 | -7 | 15 | -3 | 2 | -12 | -18 | 10 | 15
O=C(NCCCN1CCOCC1)c1ccco1 | 1 | -21 | -19 | -1 | -6 | 4 | 0 | -2 | -18 | 10 | 7
CCCCCNc1nc(N2CCCC2)c2c(c1C#N)CCN(C)C2 | -11 | 2 | 6 | -18 | 4 | 0 | -17 | 1 | 1 | -1 | 4
CCC1(C(=O)OC)NC(c2ccccc2OC)C2C(=O)N(C)C(=O)C21 (stereo not drawn) | -15 | -7 | -4 | 10 | -13 | -2 | 9 | -4 | -39 | 7 | 3
Nc1nc(-c2ccc3ccccc3c2)c(C2(O)C(=O)Nc3c(Br)cc(F)cc32)s1 (stereo not drawn) | 11 | -2 | 16 | 0 | 1 | -3 | -6 | -13 | 11 | -9 | -3
Cc1ccc(-c2cc(C(=O)N3CCN(c4ccc(O)cc4)CC3)c3ccccc3n2)cc1 | -25 | -21 | -75 | -18 | -20 | 32 | -17 | 38 | -16 | -18 | -27
CCc1cc(=O)oc2c(C)c(OS(C)(=O)=O)ccc12 | -13 | -2 | 3 | -5 | 37 | 8 | 6 | -7 | -7 | 4 | 7
O=C(NCCc1ccccc1)c1coc(=O)c(Br)c1 | -10 | 78* | 8 | 4 | 13 | 69* | 7 | 15 | -26 | . | -3
Cc1cccc2nc(CNc3ccc(F)cc3)cn12 | -40 | 10 | -16 | 1 | -5 | -17 | 24 | 3 | -64 | -18 | -53
CC(C)CC(C(=O)NC1CCCCC1)N(Cc1cccs1)C(=O)c1snc(C(N)=O)c1N (stereo not drawn) | 17 | 12 | 6 | 5 | -12 | 9 | 3 | -7 | 0 | -3 | 5
O=C(NS(=O)(=O)Nc1ccc(Cl)cc1)c1c[nH]c2ccccc12 | -1 | 33 | 11 | 6 | -14 | -3 | -6 | -3 | 15 | -13 | 6
C=CCn1c(CNC(=O)c2ccccc2F)nnc1SCC(=O)NC(C)c1ccccc1 (stereo not drawn) | -2 | -1 | 6 | -8 | 11 | 11 | -14 | -4 | 4 | -3 | 6
COC(=O)C(C)NC(=O)C1CCCN1S(=O)(=O)c1cc(C)c(Cl)cc1C (stereo not drawn) | 0 | -5 | 0 | 0 | -9 | 3 | -8 | -2 | 0 | -3 | 16
CCCCC[C@@H]1C=C(C(=O)OCC)[C@H](c2ccccc2)N1S(=O)(=O)c1ccc(C)cc1 | 15 | 23 | -5 | -2 | 2 | 21 | 16 | -12 | 24 | . | -7
CCCN(CCC)CCCNC(=S)Nc1ccc2nc(N3CCN(CC)CC3)cc(C)c2c1 | 0 | -40 | 5 | -17 | 3 | 10 | -14 | 4 | 5 | -15 | 4
SMILES | NCOA1 inh | TWEAK-Fn14 inh | NR2F2 inh | KKLEB cytotox | NR5A2 inv ag | CF NFkB block | TROY signal inh | TRAIL sens C8 | SRC2 inh | EBV LMP1 NFkB | NCOA3 inh
COCCCNC(=S)NNC(=O)c1ccccc1Br | 3 | -13 | 12 | 17 | 7 | -10 | 7 | 4 | -9 | 9 | 9
CC(C(=O)Nc1ccc(O)cc1C(=O)O)N1C(=O)/C(=C\c2cccs2)SC1=S (stereo not drawn) | 2 | -8 | 19 | 1 | -4 | -23 | 29 | -3 | -7 | -6 | -35
COC(=O)COC(=O)c1ccccc1NC(=O)c1ccccc1 | 4 | -4 | 8 | -8 | -6 | 12 | 1 | -11 | -16 | 12 | -2
COc1ccc(Cl)cc1NS(=O)(=O)c1cccc(C(=O)NC2CCN(Cc3ccccc3)CC2)c1 | -3 | 18 | 48* | -11 | 33 | -21 | 26 | 17 | 27 | 14 | 30
CSc1nnc(-c2ccc(Br)s2)n1C | 11 | 7 | -11 | -10 | 5 | -4 | -19 | 1 | -31 | -1 | 10
COc1cc(C(=O)Sc2ccc(Cl)cc2)cc(OC)c1OC | 1 | 22 | 1 | -5 | 18 | 14 | 46 | 14 | 16 | -1 | 14
COc1cc(/C=C2/OC(=O)c3cc([N+](=O)[O-])ccc32)cc(OC)c1OC | -3 | -6 | 8 | 2 | 5 | 9 | 2 | 3 | -30 | -6 | -27
CC(C)OC(=O)C1C2C=CC3(CN(Cc4cccs4)C(=O)C13)O2 (stereo not drawn) | -12 | -14 | -3 | -2 | 12 | -4 | 8 | -28 | 18 | -2 | -14
O=C(NCCCCNC(=O)c1ccco1)c1ccco1 | 6 | 1 | 6 | -2 | 9 | 3 | 2 | 0 | -5 | 6 | 0
CC(=O)N1c2ccc(S(=O)(=O)NCC3CCC(C(=O)N4CCCCC4)CC3)cc2CC1C (stereo not drawn) | 1 | -8 | -19 | 7 | 5 | -5 | -11 | -13 | -7 | -9 | 17
C=CCNC(=S)Nc1sc2c(c1C(=O)OCC)CCN(C(=O)OCC)C2 | -1 | 35 | 3 | 13 | -8 | 11 | 8 | 0 | 0 | 3 | -2
Cc1ccc(C)c(OCC(=O)OCC(=O)Nc2c(C)nn(-c3ccccc3)c2C)c1 | -3 | 0 | 0 | 11 | -1 | 24 | 7 | 5 | -7 | 9 | -9
Cc1ccc(C)c(C(=O)NCCN(C)C)c1 | -5 | 1 | -6 | 0 | 9 | -13 | -16 | 4 | -28 | 2 | 4
CC(=O)Nc1sc(C)c(C)c1C(=O)OCC(=O)N(C)c1c(N)n(Cc2ccccc2)c(=O)[nH]c1=O | -4 | -10 | 8 | -17 | 9 | 22 | -22 | -1 | 6 | -5 | 9
CS(=O)(=O)N(CC(=O)N1CCN(c2ccc(F)cc2)CC1)c1cccc(Cl)c1 | -14 | 7 | 1 | 17 | 20 | -3 | -4 | 7 | -1 | -3 | -11
O=C(CCn1nc(-c2ccc(Cl)cc2)ccc1=O)N1CCN(c2ccccn2)CC1 | 7 | 8 | -10 | 8 | 19 | -23 | 7 | -10 | -2 | -23 | 6
Cc1ccc(-n2ncc3c2CCCC3NC(=O)CCc2cnn(C)c2)cc1C (stereo not drawn) | -2 | -1 | 3 | 0 | -38 | 3 | 20 | -5 | 21 | 5 | -4
O=C(Cn1cnc2ccccc21)OCC(=O)N1CCCc2ccccc21 | -7 | 24 | 15 | 5 | 6 | -2 | 15 | -1 | 1 | 2 | 7
COc1ccc2c(c1)SC1=NCCS(=O)(=O)N12 | -24 | -4 | -4 | 0 | -12 | 0 | -17 | 8 | 24 | -8 | -2
CC(NC(=O)CSc1nc2sc3c(c2c(=O)n1-c1ccccc1)CCCC3)c1ccccc1 (stereo not drawn) | -9 | -4 | 7 | -8 | 15 | -9 | 0 | 1 | 3 | -2 | -2
CC(C)CNC1CCS(=O)(=O)C1 (stereo not drawn) | 7 | -10 | -4 | -3 | -5 | 25 | -1 | 1 | 18 | -1 | 4
CN1OC[C@@H]2CN(S(=O)(=O)c3cccc4ccccc34)[C@H](c3ccc(-c4ccccc4)cc3)C[C@@H]21 | 12 | 13 | 4 | -16 | 18 | 32 | 2 | 22 | 3 | -6 | 1
CCCN1CCC(=O)N([C@H](CN=[N+]=[N-])Cc2ccccc2)CC1 | -3 | 1 | 15 | -1 | -11 | 3 | 3 | -3 | -15 | -8 | -8
CC1(C)CC(=O)c2sc(NC(=O)C(C)(C)C)nc2C1 | -76 | -5 | -16 | -12 | -76 | 6 | -40 | 8 | -13 | -5 | -57
CCCCCCSc1ccc(-c2nc3cnccn3c2NCCCC)cc1 | 10 | -6 | 0 | -21 | 0 | -2 | -16 | -6 | -21 | -26 | 14

3 entries from above, arranged by the value under NR5A2 inv ag, largest number first.
Molecule | NCOA1 inh | TWEAK-Fn14 inh | NR2F2 inh | NR5A2 inv ag | CF NFkB block | SRC2 inh | EBV LMP1 NFkB | NCOA3 inh
O=C(Cn1cnc2ccccc21)OCC(=O)N1CCCc2ccccc21 | -7 | 24 | 15 | 6 | -2 | 1 | 2 | 7
CC(C(=O)Nc1ccc(O)cc1C(=O)O)N1C(=O)/C(=C\c2cccs2)SC1=S (stereo not drawn) | 2 | -8 | 19 | -4 | -23 | -7 | -6 | -35
COc1ccc2c(c1)SC1=NCCS(=O)(=O)N12 | -24 | -4 | -4 | -12 | 0 | 24 | -8 | -2

The list continues:
SMILES | NCOA1 inh | TWEAK-Fn14 inh | NR2F2 inh | KKLEB cytotox | NR5A2 inv ag | CF NFkB block | TROY signal inh | TRAIL sens C8 | SRC2 inh | EBV LMP1 NFkB | NCOA3 inh
COc1ccc(-c2ccc(-c3noc(-c4ccco4)n3)c(OC)n2)cc1 | -42 | -13 | -10 | -11 | -29 | 0 | -55 | 3 | -21 | -10 | -27
S=c1[nH]nc(-c2ccco2)n1/N=C/C=C/c1ccccc1 | -2 | -5 | -7 | 6 | 8 | -2 | -11 | -5 | -16 | 0 | -5
CS(=O)(=O)c1cnc(-c2ccccc2)nc1Oc1ccc(F)cc1 | -1 | -9 | -1 | -13 | -5 | 10 | -6 | -17 | -10 | -1 | 18
CC1CCN(CCCNC(=O)C2CC(=O)N(C3CCCCCC3)C2)CC1 (stereo not drawn) | -25 | -4 | -10 | 1 | -45 | -2 | -50 | 8 | -10 | 4 | -16
COc1ccc(OCCN2CCOCC2)cc1 | 2 | -1 | 8 | -2 | -18 | 10 | 6 | -10 | -2 | -6 | -9
Cc1nnc(-c2cnn(C)c2N)n1Cc1ccc2c(c1)OCO2 | -29 | -17 | -32 | -6 | -11 | -14 | 4 | 0 | -44 | -7 | -7

No enrichment for hits. Share with any hit: about 4.2%.
